12-LOX inh: blocks human arachidonate 12S-lipoxygenase; purified 12hLO, xylenol orange hydroperoxide absorbance; Potency, µM (series often up to 108 µM), for inactives: at the highest dose activity change, negative = inhibition, usual class: inhibitors; hit rate 1.1% among 580,000; AID 1671190; note: potency is the fitted concentration of half-maximal effect; % is set by controls: 0 for no effect and ±100 for the full control effect
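Purified human 12hLO (150 nM final) in 25 mM Hepes, 0.01% Triton X-100, pH 7.0 was preincubated 15 min at room temperature with compound. Then 40 uM arachidonic acid was added, 30 min. Hydroperoxide was read by Fe-XO absorbance ratio 573/405 nm.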
D2 ag: agonists of human D2 dopamine receptor; P14416; HEK293 T-REx D2 cells, calcium flux agonist mode; activation, % at 2 µM; hit rate 0.53% among 340,000; AID 485358;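 active = activation over 3 SD above normal in the single-dose calcium agonist read, cut at about 30% in these data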; note: 0% is about no effect
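Agonism is scored from calcium flux in a force-coupled, inducible HEK293 cell line expressing D2, read kinetically for 180 s after compound addition against dopamine controls.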
ERG Ets-DNA blk: blocks human ERG Ets domain binding to DNA; Potency, µM (doses to about 76.9 µM), for the others: at the highest dose FP activity, negative = inhibition, hits mostly inhibitors; fluorescence polarization, His-ERG Ets domain / labelled DNA; P11308; hit rate 0.028% among 370,000; active = well fitted inhibition curve with a large enough effect in the polarisation, with a control signal flat; inconclusive = small, poorly fitted or top-dose-only effect, or effect the other way, or a change in a side signal; inactive = no such curve, though single readings can be large or run the other way; the % refers to the polarisation;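 note: polarization taken with two DNA probes labelled with fluorescein and Texas red; potency is the fitted concentration of half-maximal effect; % of control where 0% means no effect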
Target sequence (P11308 whole entry, looked up, the tested form may be a part): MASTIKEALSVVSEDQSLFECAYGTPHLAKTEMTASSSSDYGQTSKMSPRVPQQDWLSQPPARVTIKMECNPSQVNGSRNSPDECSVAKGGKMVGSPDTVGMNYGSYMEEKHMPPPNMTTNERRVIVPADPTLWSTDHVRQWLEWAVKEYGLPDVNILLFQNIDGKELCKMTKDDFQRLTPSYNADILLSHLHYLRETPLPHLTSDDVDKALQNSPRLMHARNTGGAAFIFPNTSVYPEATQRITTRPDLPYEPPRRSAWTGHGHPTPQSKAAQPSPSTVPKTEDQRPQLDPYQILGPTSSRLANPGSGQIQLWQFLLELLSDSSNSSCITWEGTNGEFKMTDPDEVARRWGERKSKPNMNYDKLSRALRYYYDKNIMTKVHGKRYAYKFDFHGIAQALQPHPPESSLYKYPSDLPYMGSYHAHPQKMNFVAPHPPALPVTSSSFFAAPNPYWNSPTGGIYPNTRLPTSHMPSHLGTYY
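His-tagged ERG Ets domain (1 uM in the protein solution; 300mM KCl, 50mM Tris-HCl, 1mM EDTA, 1mM DTT, pH 7.5) received compound, then a probe mix of 5 nM fluorescein-DNA and 100nM Texas-615-DNA. Fluorescence polarization was read for both dyes.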
RGS4 inhibitor: human RGS4 inhibition. P49798. Transcreener GDP fluorescence polarization, RGS4-accelerated GTP hydrolysis. Potency, µM (top dose mostly 114 µM), for inactives: at the highest dose activity change, negative = inhibition, hits mostly inhibitors. hit rate 0.039% among 390,000. AID 504845; note: potency is the fitted concentration of half-maximal effect; % is set by controls: 0 for no effect and ±100 for the full control effect; nearly all actives have a fitted effect of over 75% in size; some results filed as inactive show a strong effect at the top dose
Target sequence (P49798 whole entry, looked up): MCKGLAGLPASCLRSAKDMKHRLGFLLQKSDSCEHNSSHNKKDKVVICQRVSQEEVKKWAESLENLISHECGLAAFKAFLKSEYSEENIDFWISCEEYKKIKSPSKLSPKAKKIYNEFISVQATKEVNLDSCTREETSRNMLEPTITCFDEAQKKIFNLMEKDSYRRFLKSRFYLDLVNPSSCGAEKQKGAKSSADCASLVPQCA
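MLSMR compounds (23 nl, pin-transferred) preincubated 10 min at room temperature with a 500nM (2x) first reagent, then RGS4 at 900nM (2x) plus Transcreener GDP mix added; fluorescence polarization (620/688 nm) read before and after 90 min at 30 °C.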
D2 antag: antagonizes the human D2 dopamine receptor. hit rate 2% among 340,000. AID 485344. P14416. HEK293 TREx D2 cells, calcium flux, dopamine EC80. inhibition, % at 10 µM; in the data active = inhibition above about 30%; note: 0% is about no effect
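Tetracycline-induced HEK293 T-REx cells expressing D2 force-coupled to calcium signalling were dye-loaded, exposed to compound for 180 s, then challenged with an EC80 of dopamine; calcium flux was followed kinetically for a further 180 s.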
Glioma ERSR ind: inducers of ER stress response in human glioma cells. U87-MG GRP78 promoter luciferase reporter, 16 h. Potency, µM, inactives show at the top dose activation, most hits filed as activators. hit rate 0.02% among 420,000; note: potency is the fitted concentration of half-maximal effect; series mostly up to about 76 µM; % of control where 0% means no effect; nearly all actives have a fitted effect of over 35% in size
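Stably transfected U87-MG glioma cells carrying a GRP78-based luciferase sensor; 16 h compound incubation. Luminescence end-point read 10 min after Bright-Glo addition at room temperature.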
Vif-A3F inh: blocks the Vif interaction with APOBEC3F; Potency, µM (titrated, usually from 46.1 µM), for inactives: at the highest dose activity, negative = active; hit rate 0.2% among 390,000; AID 602313; HeLa A3F-eYFP + Vif (tagged APOBEC3F with the HIV-1 protein that degrades it), YFP fluorescence increase; note: potency is the fitted concentration of half-maximal effect; % of control where 0% means no effect; nearly all actives have a fitted effect of over 65% in size
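Fluorescence increase (Ex 488/Em 500-530) after overnight compound treatment at 37 deg C flags inhibition of Vif-driven A3F-eYFP loss in stable HeLa A3F-eYFP/Vif cells seeded overnight beforehand.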
LDHA block: inhibitors of human lactate dehydrogenase A; P00338; purified LDHA, NADH/diaphorase-resazurin fluorescence; stronger effect = lower value; activity change, % (values are at about 110 or 230 µM); hit rate 0.15% among 480,000; AID 1347041; in the data active = activity change below about -30%; inconclusive = mostly about -25% to -30%;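 note: plate controls were DMSO wells for no effect and wells without enzyme for full effect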
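Resorufin fluorescence (ex540/em590), read at 0 and 20 min after diaphorase/resazurin addition, reports the NADH left after a 5 min room-temperature reaction of 2 nM human LDH5 with 0.06 mM NADH and 0.2 mM pyruvate.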
Vif-A3G inh: blocks the Vif interaction with human APOBEC3G | hit rate 0.076% among 410,000 | HeLa A3G-eYFP + Vif (tagged APOBEC3G with the HIV-1 protein that degrades it), YFP fluorescence, overnight | Potency, µM (doses to about 46.1 µM), for inactives: at the highest dose activity, negative = active, hits mostly inhibitors | Q9HC16;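 note: potency is the fitted concentration of half-maximal effect; % is set by controls: 0 for no effect and ±100 for the full control effect; nearly all actives have a fitted effect of over 60% in size; hits raise eYFP signal because A3G escapes Vif-driven loss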
Target sequence (Q9HC16 whole entry, looked up): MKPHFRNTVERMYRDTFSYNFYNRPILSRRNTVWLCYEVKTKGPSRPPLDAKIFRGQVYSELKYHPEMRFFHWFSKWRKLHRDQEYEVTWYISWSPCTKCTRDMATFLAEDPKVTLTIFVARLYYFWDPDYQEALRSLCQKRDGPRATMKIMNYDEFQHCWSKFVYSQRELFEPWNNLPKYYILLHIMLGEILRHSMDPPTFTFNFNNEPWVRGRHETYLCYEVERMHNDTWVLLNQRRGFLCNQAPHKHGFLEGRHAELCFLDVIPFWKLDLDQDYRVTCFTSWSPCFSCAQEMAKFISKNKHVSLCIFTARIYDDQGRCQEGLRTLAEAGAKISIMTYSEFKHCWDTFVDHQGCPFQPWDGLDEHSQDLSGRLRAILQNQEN
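Read-out is eYFP fluorescence (Ex 488/Em 500-530) from Vif-expressing HeLa A3G-eYFP cells; more signal means A3G escaped Vif-mediated degradation. Cells plated overnight, compound pinned in, incubated overnight at 37 deg C.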
* = called active by the depositor; u = inconclusive; x = not tested or not shown; & = joins results of further samples; [ ] = another dose, or the depositor's remark. Unless noted, calls come from the whole dose curve; as a rule, active = well fitted curve in the direction sought with a large enough effect; inconclusive = small, poorly fitted or top-dose-only effect, or another doubt; inactive = no such curve, though single readings can be large; an effect the other way counts as inactive or inconclusive.

SMILES	12-LOX inh	D2 ag	ERG Ets-DNA blk	RGS4 inhibitor	D2 antag	Glioma ERSR ind	Vif-A3F inh	LDHA block	Vif-A3G inh
Cc1ccc(OCCNC(=O)c2cccc(S(=O)(=O)NCc3ccccc3)c2)cc1	-10%	-0.4	-11%	37%	8	-5%	3%	-2	u
CCOc1ccccc1NC(=O)Cn1c(=O)oc2ccccc21	12%&-24%	-1.7&-0.1	-8%&11%	16%&-3%	19	-2%&-2%	1%&3%	-13&-9	1%&0%
O=C(O)Cc1cccc2c(=O)cc(-c3ccccc3)oc12	3%	x	x	x	x	-1%	x	-8	4%
O=C(NC(=S)Nc1cccnc1)c1cc2ccccc2o1	0%	-3.9	u	-24%	3	6%	4%	-6	0%
NC(=O)CSc1nnc(-c2cc3ccccc3o2)n1Cc1ccccc1	0%	0.2	-9%	-52%	1	-6%	-5%	-1	-2%
CC(=O)Nc1ccc(NC(=O)C(NC(=O)c2ccc(Cl)cc2)C(C)C)cc1 (stereo not given)	u	x	x	x	x	-6%	-5%	-6	-7%
COc1ccc(C(=O)Cc2cnn(-c3ccccc3)c2)c(O)c1	u	-0.5	-7%	-3%	-8	2%	6%	2	3%
O=C(CO/N=C/c1ccc(OC(F)F)cc1)NC1CCCCCC1	-5%	0.4	0%	14%	7	0%	14%	-9	-2%
CC1(C)OC(=O)C(=CNCC(=O)NCC(=O)O)C(=O)O1	-9%	-0.4	5%	38%	3	-1%	0%	1	-2%
C=CCNC(=S)NNC(=O)CC12CC3CC(CC(C3)C1)C2	381%[activator]	0.3	-2%	-13%	34*	-1%	-26%	-4	2%
CC1=C(c2ccc(Cl)cc2)S(=O)(=O)N=C1N1CCC(C(=O)NCc2ccccc2F)CC1	-18%	0.4	2%	-18%	x	x	x	-12	x
O=C1OCCN1CCNCc1cn(-c2ccc(F)cc2)nc1-c1ccccc1Cl	0%	1.2	24%	11%	9	-6%	-12%	-7	4%
COCCn1c(SCC(=O)Nc2sccc2C(N)=O)nnc1-c1ccncc1	-1%	0.0	7%	-9%	9	-5%	1%	-5	2%
COc1ccc(CNC(=O)Cc2ccc(NC(=O)N3CCSc4ncccc43)cc2)cc1	-24%	1.2	-11%	6%	x	4%	-2%	-3	5%
CCN(CC)C(=O)Cn1cc(S(=O)(=O)Cc2cccc([N+](=O)[O-])c2)c2ccccc21	-2%	-0.7	-25%	13%	-21	2%	-4%	2	5%
CNC(=O)C1CN(C(=O)c2cccc(S(=O)(=O)N3c4ccccc4CC3C)c2)c2ccccc2O1 (stereo not given)	-8%	x	-3%	0%	x	-3%	-13%	-2	0%
CCCC1=Nc2cc(C(=O)NCCN3CCCC3)ccc2Sc2ccccc21	u	0.3	19%	-2%	1	-2%	u	-6	4%
CN(CC(=O)Nc1ccc(Cl)cc1)S(=O)(=O)c1cccc2cccnc12	-5%	-0.6	1%	-3%	4	-1%	-9%	-7	0%
CC(=O)NC(NC(=S)Nc1ccc(S(N)(=O)=O)cc1)C(Cl)(Cl)Cl (stereo not given)	0%	0.0	-1%	16%	-10	-3%	2%	-17	-9%
COCCNC(=O)COc1ccc(N(C)S(=O)(=O)c2ccc3ccccc3c2)cc1	405%[activator]	-0.1	10%	16%	0	4%	-3%	-3	-2%
COc1ccc(NC(=O)C/C(C)=N/NC(=O)c2ccncc2)c([N+](=O)[O-])c1	14%	-0.2	16%	-14%	-1	0%	-5%	-1	-3%
Cc1cccc(C)c1NC(=O)NN1C(C)CCCC1C (stereo not given)	0%	1.8	-2%	25%	6	-1%	4%	-4	3%
Cc1ccc(S(=O)(=O)NC2CC2)cc1	-7%	-0.3	-9%	9%	4	-2%	-15%	0	3%
O=C(CCCN1C(=O)/C(=C/c2ccccc2Cl)SC1=S)Nc1ccccn1	-19%	-0.4	7%	-32%	-3	-12%	-1%	-4	-3%
Oc1c(Cl)c(Cl)c2ncccc2c1Cl	-27%	x	-3%	u	x	-1%	1%	29	0%
COc1cc(CCCN2C(N)=NC[C@@H]2Cc2ccc(O)cc2)cc(OC)c1OC	u	0.2	14%	-4%	-4	-4%	-1%	-8	1%
COc1ccc(Nc2nnc(-c3ccccc3)c3ccccc23)cc1C(=O)N1CCCCC1	-20%	-2.1	2%	-3%	23	-2%	-8%	-4	0%
COc1cccc(-n2c(SCc3ccccc3C)nc3c([nH]c4ccccc43)c2=O)c1	-9%	0.7	-2%	7%	x	9%	-18%	1	-6%
COC(=O)c1ccc(NC(=O)C(=O)NCCc2sc(-c3cccc(F)c3)nc2C)cc1	u	-0.2	2%	3%	x	-1%	1%	-3	-1%
Cc1ccccc1CSCCNC(=O)CN(c1ccccc1)S(=O)(=O)N(C)C	-24%	-0.4	-8%	34%	x	-3%	5%	-8	3%
CCn1c2ccccc2c2cc(CN3CCN(Cc4ccc(Br)cc4)CC3)ccc21	u	0.2	5%	12%	x	-4%	-6%	-19	-12%
O=S(=O)(Nc1cccc2ccccc12)c1cccc2nonc12	u	1.3	-5%	-33%	10	-2%	-6%	3	-4%
N#C/C(=C\c1ccc(Cl)c([N+](=O)[O-])c1)c1ccccn1	-18%	x	1%	-46%	x	-6%	-25%	-1	u
Cc1ccc2c(c1)N(CC(=O)NC1CCCC1)C(=O)c1cccnc1O2	157%[activator]	0.8	0%	-2%	-10	-5%	2%	-1	-1%
Cc1[nH]nc(N)c1-c1ccc(Cl)cc1	10%	x	1%	-39%	x	-2%	5%	-4	-2%
CCn1c(CNC(=O)c2ccc(OC)cc2)nnc1SCC(=O)Nc1ccccc1	-11%	-1.5	-15%	-14%	x	-1%	7%	12	-3%

The last 5 compounds of the section before open the next one:
SMILES	12-LOX inh	D2 ag	ERG Ets-DNA blk	RGS4 inhibitor	D2 antag	Glioma ERSR ind	Vif-A3F inh	LDHA block	Vif-A3G inh
O=S(=O)(Nc1cccc2ccccc12)c1cccc2nonc12	u	1.3	-5%	-33%	10	-2%	-6%	3	-4%
N#C/C(=C\c1ccc(Cl)c([N+](=O)[O-])c1)c1ccccn1	-18%	x	1%	-46%	x	-6%	-25%	-1	u
Cc1ccc2c(c1)N(CC(=O)NC1CCCC1)C(=O)c1cccnc1O2	157%[activator]	0.8	0%	-2%	-10	-5%	2%	-1	-1%
Cc1[nH]nc(N)c1-c1ccc(Cl)cc1	10%	x	1%	-39%	x	-2%	5%	-4	-2%
CCn1c(CNC(=O)c2ccc(OC)cc2)nnc1SCC(=O)Nc1ccccc1	-11%	-1.5	-15%	-14%	x	-1%	7%	12	-3%
CCN(c1ccccc1)S(=O)(=O)c1ccc2ccccc2c1	u	1.2	13%	-22%	12	-8%	-1%	-3	-1%
Cc1ccc(C)c(NC(=O)NCc2ccccn2)c1	484%[activator]	0.5	7%	-1%	-7	1%	-9%	-10	6%
COc1ccc(/C=C(/NC(=O)c2ccccc2OC)C(=O)Nc2ccc(C(=O)O)cc2)cc1	-1%	x	8%	-2%	x	-2%	-27%	-13	-2%
CCOc1cc(N2CCOCC2)c(OCC)cc1NC(=O)COC(=O)c1cccc2ccccc12	-12%	-0.9	-3%	13%[11.4 µM]	10	-1%	0%	25	-16%
COCC(=O)Nc1ccc(N2CCN(c3ccccc3)CC2)c(F)c1	0%	-0.6	0%	-1%	19	5%	-12%	-6	-5%
COC(=O)C(=NNc1c(C)n(C)n(-c2ccccc2)c1=O)C(=O)OC	-13%	x	0%	-15%	x	-5%	0%	5	1%
Cc1nnc(SCC(=O)NC(=O)NCc2ccco2)s1	5%	0.0	2%	-14%	-1	-4%	-6%	-5	-4%
COCc1cc(O)c(O)c(O)c1-c1c(COC)cc(O)c(O)c1O	x	x	x	u	x	-8%&-4%&-4%	x	17	1%
CCn1ncc(CNC(=O)C2(C)CC2(Br)Br)c1C (stereo not given)	-10%	0.5	7%	-12%	-1	-6%	-15%	-3	1%
Cc1cccc(NC(=O)CSc2nncn2-c2ccccn2)c1	0%	-0.3	11%	-7%	-2	-1%	-2%	-5	0%
O=C(CN1CCN(C(=O)CN2C(=O)NC3(CCCC3)C2=O)CC1)Nc1cccc(F)c1	5%	-0.2	-8%	-21%	29	-1%	4%	-3	-2%
Cc1cc(NC(c2cccnc2)c2c(C)[nH]c3ccccc23)no1 (stereo not given)	-4%	-1.2	-7%	-15%	-11	-7%	9%	-1	-3%
Cc1ccccc1CNC(=O)C(=O)NCC1OCCCN1S(=O)(=O)c1cccs1 (stereo not given)	23%	x	10%	14%	x	0%	3%	-18	2%

3 entries from above, arranged by formula weight, rising:
SMILES	12-LOX inh	D2 ag	ERG Ets-DNA blk	RGS4 inhibitor	D2 antag	Glioma ERSR ind	Vif-A3F inh	LDHA block	Vif-A3G inh
Cc1ccc(C)c(NC(=O)NCc2ccccn2)c1	484%[activator]	0.5	7%	-1%	-7	1%	-9%	-10	6%
COCc1cc(O)c(O)c(O)c1-c1c(COC)cc(O)c(O)c1O	x	x	x	u	x	-8%&-4%&-4%	x	17	1%
COc1ccc(/C=C(/NC(=O)c2ccccc2OC)C(=O)Nc2ccc(C(=O)O)cc2)cc1	-1%	x	8%	-2%	x	-2%	-27%	-13	-2%

Source: PubChem (National Center for Advancing Translational Sciences (NCATS))

Only part of the results is shown; rates above refer to the full screens.
